ERG-DNA inh – blocks human ERG Ets domain binding to DNA | fluorescence polarization, His-ERG Ets domain / labelled DNA | Potency, µM (top dose mostly 76.9 µM), for the others: top-dose FP activity, negative = inhibition, most hits filed as inhibitors | 370,000 compounds, 0.028% hits | AID 624246; active = well fitted inhibition curve with a large enough effect in the polarisation, with a control signal flat; inconclusive = small, poorly fitted or top-dose-only effect, or effect the other way, or a change in a side signal; inactive = no such curve, though single readings can be large or run the other way; the % refers to the polarisation;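 note: polarization taken with two DNA probes labelled with fluorescein and Texas red; potency is the fitted concentration of half-maximal effect; % of control where 0% means no effect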
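His-tagged ERG Ets domain (1 uM in the protein solution; 300mM KCl, 50mM Tris-HCl, 1mM EDTA, 1mM DTT, pH 7.5) received compound, then a probe mix of 5 nM fluorescein-DNA and 100nM Texas-615-DNA. Fluorescence polarization was read for both dyes.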
Apoferritin bind – candidate novel general anesthetic via apoferritin binding. P02791. apoferritin/1-aminoanthracene competitive binding, fluorescence. Potency, µM (highest dose often 77.5 µM), inactives show at the top dose activity change, negative = displacement, actives largely listed as inhibitors. 350,000 compounds, 0.074% hits; note: potency is the fitted concentration of half-maximal effect; % is set by controls: 0 for no effect and ±100 for the full control effect; nearly all actives have a fitted effect of over 20% in size
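10 uM apoferritin + 50% sat. 1-AMA, PBS; cpd 10 min RT; Ex380/Em535 endpoint; normalized to free probe vs complex; 4-param Hill fit; propofol titration as pos. ctrl.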
ALOX12 inh – ALOX12 (human) lipoxygenase inhibition. P18054. purified 12hLO, xylenol orange hydroperoxide absorbance. Potency, µM (series often up to 108 µM), for the others: at the highest dose activity change, negative = inhibition, most hits filed as inhibitors. 580,000 compounds, 1.1% hits; note: potency is the fitted concentration of half-maximal effect; % is set by controls: 0 for no effect and ±100 for the full control effect
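Purified human 12hLO at 150 nM in 25 mM Hepes, 0.01% Triton X-100, pH 7.0, preincubated 15 min at room temperature with compound. Reaction started with 40 uM arachidonic acid, 30 min at room temperature. Hydroperoxide measured by Fe-xylenol orange, 573/405 nm absorbance ratio.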
Pol beta inh – DNA polymerase beta (human) inhibition; Potency, µM (top dose mostly 114 µM), for inactives: top-dose activity change, negative = inhibition, most hits filed as inhibitors; Pol beta primer extension/strand displacement, fluorescence kinetic; 340,000 compounds, 1.3% hits; P06746; note: potency is the fitted concentration of half-maximal effect; % is set by controls: 0 for no effect and ±100 for the full control effect
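Human Pol beta at 10 nM; strand-displacement substrate 50 nM final. Compound exposure 15 min at room temperature before start, reaction 10 min at room temperature.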
TRHR ag – activates the human TRH receptor; P34981; TRHR cells, calcium flux fluo-8, FDSS agonist mode; activation, % at 2 µM; 360,000 compounds, 0.18% hits; AID 493084; in the data active = activation above about 30%; note: 0% is about no effect
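In this calcium-flux screen, cells bearing human TRHR are dye-loaded with fluo-8, baselined for 10 cycles, then exposed to library compounds; positive kinetic calcium responses during the agonist phase mark hits, with TRH as control.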
Pol iota inh – inhibitors of human DNA polymerase iota; Pol iota fluorescent replication assay, 10 min; Potency, µM (series often up to 115 µM), for the others: top-dose activity, negative = inhibition, actives largely listed as inhibitors; AID 588590; 390,000 compounds, 1% hits; Q9UNA4; note: potency is the fitted concentration of half-maximal effect
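Fluorescent replication assay read twice, at 0 min and 10 min after adding 50 nM (final) substrate. Enzyme (10 nM) and compounds were first incubated 15 min at room temperature; enzyme-free buffer wells were negative controls.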
BLM inh – Bloom syndrome helicase (human) inhibition. P54132. recombinant BLM DNA unwinding, fluorescence dequenching. Potency, µM (series often up to 56.1 µM), for inactives: top-dose activity change, negative = inhibition, actives largely listed as inhibitors. 350,000 compounds, 0.2% hits;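 note: potency is the fitted concentration of half-maximal effect; plate controls were vehicle for no effect and no enzyme for full effect; nearly all actives have a fitted effect of over 35% in size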
Target sequence (P54132 whole entry, looked up): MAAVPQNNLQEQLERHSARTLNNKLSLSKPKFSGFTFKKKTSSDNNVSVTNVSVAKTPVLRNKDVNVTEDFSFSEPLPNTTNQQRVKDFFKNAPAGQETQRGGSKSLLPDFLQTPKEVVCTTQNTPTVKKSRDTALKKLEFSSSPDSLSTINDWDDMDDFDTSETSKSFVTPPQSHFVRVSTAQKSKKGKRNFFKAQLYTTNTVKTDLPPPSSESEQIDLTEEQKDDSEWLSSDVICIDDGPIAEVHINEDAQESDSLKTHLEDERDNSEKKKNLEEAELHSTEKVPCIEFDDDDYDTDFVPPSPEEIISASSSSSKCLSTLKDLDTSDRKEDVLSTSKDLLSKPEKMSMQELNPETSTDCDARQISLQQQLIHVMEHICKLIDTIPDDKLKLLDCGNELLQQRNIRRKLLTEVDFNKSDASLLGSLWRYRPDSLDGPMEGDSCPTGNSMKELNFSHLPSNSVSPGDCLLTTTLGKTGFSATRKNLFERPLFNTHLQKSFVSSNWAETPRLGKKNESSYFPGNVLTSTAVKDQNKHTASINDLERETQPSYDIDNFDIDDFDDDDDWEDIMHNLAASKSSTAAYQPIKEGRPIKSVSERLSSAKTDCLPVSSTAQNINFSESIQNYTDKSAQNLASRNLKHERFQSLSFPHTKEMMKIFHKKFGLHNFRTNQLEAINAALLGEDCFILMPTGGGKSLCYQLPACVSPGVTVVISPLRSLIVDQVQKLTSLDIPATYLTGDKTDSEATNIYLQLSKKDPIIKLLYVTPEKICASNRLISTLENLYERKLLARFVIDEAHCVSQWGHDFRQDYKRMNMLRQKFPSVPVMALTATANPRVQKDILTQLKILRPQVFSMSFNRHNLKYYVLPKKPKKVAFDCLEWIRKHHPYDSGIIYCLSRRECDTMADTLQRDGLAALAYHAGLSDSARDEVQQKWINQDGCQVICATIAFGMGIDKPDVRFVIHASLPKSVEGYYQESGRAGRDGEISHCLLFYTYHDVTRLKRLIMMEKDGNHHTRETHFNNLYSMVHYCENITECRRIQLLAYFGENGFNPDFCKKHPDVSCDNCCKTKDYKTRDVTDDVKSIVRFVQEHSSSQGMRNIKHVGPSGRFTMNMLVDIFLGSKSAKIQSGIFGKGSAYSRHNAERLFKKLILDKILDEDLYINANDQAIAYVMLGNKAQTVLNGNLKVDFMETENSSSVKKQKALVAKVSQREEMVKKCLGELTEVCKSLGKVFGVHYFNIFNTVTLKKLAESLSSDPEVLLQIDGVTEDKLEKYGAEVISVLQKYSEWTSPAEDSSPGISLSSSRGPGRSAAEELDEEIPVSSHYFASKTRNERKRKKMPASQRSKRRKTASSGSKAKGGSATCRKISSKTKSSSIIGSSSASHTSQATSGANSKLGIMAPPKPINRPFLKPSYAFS
POLK inh – blocks human DNA polymerase kappa activity; AID 588579; purified Pol kappa, fluorescent DNA synthesis assay, 10 min; Potency, µM (titrated, usually from 107 µM), inactives show at the top dose activity, negative = inhibition, hits mostly inhibitors; Q9UBT6; 400,000 compounds, 0.53% hits; note: potency is the fitted concentration of half-maximal effect; % is set by controls: 0 for no effect and ±100 for the full control effect
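Kinetic fluorescence screen: compound preincubated 15 min RT with 10 nM enzyme; 50 nM substrate (final) initiates; reads at 0/10 min.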
APEX1 inh – inhibitors of human APE1 endonuclease; P27695; recombinant APE1, TAMRA/BHQ-2 abasic DNA cleavage fluorescence; Potency, µM (doses to about 65.8 µM), for the others: at the top dose activity change, negative = inhibition, actives largely listed as inhibitors; 350,000 compounds, 0.35% hits;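 note: potency is the fitted concentration of half-maximal effect; plate controls were vehicle for no effect and reference inhibitor for full effect; nearly all actives have a fitted effect of over 55% in size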
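Measures dequenching upon AP-site incision of a 5'-TAMRA/3'-BHQ-2 THF-containing duplex, 50 nM; human APE1 0.75 nM after 15 min room-temperature exposure to compound; kinetic three-point read at one-minute spacing.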
Numbers without * were called inactive; i = inactive; u = inconclusive; x = no result given; & = joins results of further samples; [ ] = another dose, or the depositor's remark. Unless noted, calls come from the whole dose curve; as a rule, active = well fitted curve in the direction sought with a large enough effect; inconclusive = small, poorly fitted or top-dose-only effect, or another doubt; inactive = no such curve, though single readings can be large; an effect the other way counts as inactive or inconclusive. An excerpt (hit frequency here may not be typical).

No.	Structure	ERG-DNA inh	Apoferritin bind	ALOX12 inh	Pol beta inh	TRHR ag	Pol iota inh	BLM inh	POLK inh	APEX1 inh
1	O=C1c2oc3ccc(F)cc3c(=O)c2C(c2cccc(O)c2)N1CCCN1CCOCC1 (configuration not stated)	22%	7%	-14%	1%	0.0	-7%	2%	-9%	11%
2	C=CCc1ccc(OCCOCCNCCCC)c(OC)c1	-1%	-18%	u	-1%	0.3	4%	-9%	-2%	2%
3	C=CCN(CC=C)S(=O)(=O)c1ccc(NC(=S)NC(=O)/C=C/c2cccc3ccccc23)cc1	-3%	-15%	u	0%	0.8	-3%	-8%	-6%	5%
4	CCOc1cccc(CN2CCC(n3nccc3NC(=O)C3CCCC3)CC2)c1	3%	-13%	0%	-1%	0.0	17%	-1%	-1%	8%
5	Cc1ccc(Cl)cc1NC(=O)c1cc2c(=O)n3cccc(C)c3nc2n1C	3%	-4%	-2%	-16%	-0.2	37%[activator]	-2%	-11%	x
6	O=C(COC(=O)c1ccco1)c1ccc2ccccc2c1	1%	u	0%[57.4 µM]	21%	-0.2	u	0%	-1%	-6%
7	Cc1ccc(Cn2c(CNS(=O)(=O)c3ccc(F)c(Cl)c3)nc3cccnc32)cc1	6%	-6%	12%	1%	-0.1	10%	-1%	-7%[60.1 µM]	x
8	CCOC(=O)c1c(C)oc2ccc(N(C(C)=O)S(=O)(=O)c3c(C)cc(C)cc3C)cc12	0%	-13%	-10%	8%	0.7	-1%	-12%	-4%	x
9	Cc1noc(NS(=O)(=O)c2ccc(N3Cc4ccccc4C3=O)cc2)c1C	x	-7%	-17%	10%	1.4	-3%	-1%	0%[60.1 µM]	-5%
10	Cc1ccc(CN2CCN(Cc3ccc(-n4cccn4)cc3C)CC2CCO)cc1 (configuration not stated)	3%	-10%	9%	-12%	-1.7	-13%	-10%	-1%	-2%
11	COc1ccccc1NC(=O)CSc1nncs1	-6%	x	-7%	x	x	43%[activator]	x	-24%	3%
12	COc1ccc2oc(=O)c(C(=O)OCC(=O)c3ccc([N+](=O)[O-])cc3)cc2c1	x	-16%	x	-1%	2.3	x	1%	x	-7%
13	CCc1ccc(/C=C2/C(=O)N(c3ccccc3)C(=S)N2CC(=O)OC)s1	4%	-12%	u	u	2.5	17%	-1%	-2%	-3%
14	CCOC(=O)c1c(C)[nH]c(C(=O)COC(=O)CCNS(=O)(=O)c2ccc(NC(C)=O)cc2)c1C	-4%	x	29%	x	x	30%[activator]	x	3%	-6%
15	COc1ccc(CNC(=O)c2ccc3[nH]c(C)c(C)c3c2)c(OC)c1	-1%	-14%	-28%	-4%	0.2	10%	-10%	-5%	x
16	CSc1ncccc1C(=O)OCC(=O)NC1CC1	1%	x	u	x	0.0	20%	x	-10%	21%
17	Cc1ccc(N(Cc2ccccc2F)S(C)(=O)=O)cc1C	3%	u	1%	-8%	2.3	17%	-4%	-2%	-2%
18	CCCCCCCCCCCCCCCCCCc1ccc(C(=O)/C=C\C(=O)O)cc1	x	x	3%	x	x	x	-8%	13µM*	u
19	N/C(=N\OC(=O)/C=C/c1ccccc1Cl)c1ccccn1	-3%	-17%	-7%	u	0.2	-2%	-1%	14%	-5%
20	O=C(CSc1c[nH]c2ccccc12)NC1CCCC1	6%	-8%	-3%	29%	-0.4	57%[activator]	-3%	11%	20%

More structures
No.	Structure	ERG-DNA inh	Apoferritin bind	ALOX12 inh	Pol beta inh	TRHR ag	Pol iota inh	BLM inh	POLK inh	APEX1 inh
21	O=C(Nc1cccnc1)c1ccc(S(=O)(=O)N2CCCCCC2)cc1	10%	u	371%[activator]	-2%	-0.2	4%	-7%	-18%	1%
22	CC(C)c1ccc(/C=C(\NC(=O)c2ccccc2)C(=O)NCCCn2ccnc2)cc1	-3%	-9%	7%	1%	0.1	7%	-1%	-1%	-10%
23	CCc1nc(Nc2ccccc2)c2nnn(Cc3ccccc3)c2n1	6%	u	-2%	1%	0.4	4%	-12%	-10%	14%
24	CN(Cc1cnc2nc(N)nc(N)c2n1)c1ccc(C(=O)NC(CCC(=O)O)C(=O)O)cc1 (configuration not stated)	x	x	u	x	x	36%[activator]	4%	-28%	-1%
25	Clc1ccc(-c2ncc3ccccn23)cc1	8%	-14%	u	-19%	-0.3	40%[activator]	-10%	-8%	10%
26	Cc1ccc(C(=O)NC2CCN(C(=O)NC3CCCCC3)CC2)cc1	0%	8%	0%	0%	-0.5	33%[activator]	3%	-2%	1%
27	O=C(Cc1ccc([N+](=O)[O-])cc1)N1N=C(C2CC2)CC1(O)C(F)(F)F (configuration not stated)	-4%	-22%	-18%	-15%	3.0	96%[activator]	-7%	-5%	8%
28	Cc1cc(C)c(C)c(S(=O)(=O)N2CCC(C(=O)NCCCN3CCCC3=O)CC2)c1C	-7%	x	3%	x	0.1	-1%	x	0%	-7%
29	Cc1ccc(S(=O)(=O)N2CCCC2)cc1C(=O)NCC(C)(C)N1CCOCC1	x	x	5%	x	0.4	-10%	x	-1%	17%
30	CCCCc1cc(=O)oc2cc(C)cc(OCC(=O)N3CCC(C(N)=O)CC3)c12	-3%	-6%	-3%	13%	-0.7	7%	0%	-14%	-1%
31	COC(=O)CC1COc2ccccc2N1S(=O)(=O)c1ccc(Br)cc1 (configuration not stated)	-11%	-1%	1%	0%	-0.4	-4%	-14%	-6%	6%
32	O=C(Cn1c(-c2cccs2)cc2cc(Cl)ccc21)NCc1ccccc1	-7%	85%[activator]	-13%	1%	0.7	19%	-4%	-8%	x
33	N[C@H](C(=O)N[C@@H]1C(=O)N2C(C(=O)O)=C(Cl)CS[C@@H]12)c1ccccc1	x	10%&-10%[29.3 µM]	x	x	x	x	6%&-1%[21.4 µM]	-8%&-5%[12 µM]	-4%&1%[21 µM]
34	COc1ccccc1CNC(=O)C(=O)NCC1OCCN1S(=O)(=O)c1ccc(Br)cc1 (configuration not stated)	-7%	-10%	i	5%	-0.2	15%	-8%	-10%	-6%
35	COc1ccccc1-c1nnc(SCC(=O)Nc2ccc(S(N)(=O)=O)cc2)n1N	6%	-3%	13%	u	0.5	5%	0%	11%	1%
36	COc1cc(Br)cc(/C=N/N(CCO)C2=NS(=O)(=O)c3ccccc32)c1OC	-4%	-11%	21%	-4%	0.2	19%	-2%	-5%	8%
37	CC(=O)N1c2ccccc2CC1C(=O)N1CCN(c2ccccc2)CC1 (configuration not stated)	2%	46%[activator]	-22%	2%	0.1	-7%	2%	-6%[60.1 µM]	x
38	Cc1ccc(NC(=O)CCn2c(=O)oc3ccccc32)c(C)c1	0%	-10%	0%	31%	-0.2	1%	-1%	3%	14%
39	CC(=O)Nc1ccc(Nc2cc(C)nc(Nc3ccc(NC(C)=O)cc3)n2)cc1	-7%	x	93%[activator]	x	-1.2	-8%	x	-11%	42%[activator]
40	COc1ccc(CNC(=O)CNS(=O)(=O)c2cccs2)cc1	-3%	-8%	5%	27%	0.0	125%[activator]	-2%	7%	24%

The list goes on, overlapping the part above by 2 compounds.
No.	Structure	ERG-DNA inh	Apoferritin bind	ALOX12 inh	Pol beta inh	TRHR ag	Pol iota inh	BLM inh	POLK inh	APEX1 inh
39	CC(=O)Nc1ccc(Nc2cc(C)nc(Nc3ccc(NC(C)=O)cc3)n2)cc1	-7%	x	93%[activator]	x	-1.2	-8%	x	-11%	42%[activator]
40	COc1ccc(CNC(=O)CNS(=O)(=O)c2cccs2)cc1	-3%	-8%	5%	27%	0.0	125%[activator]	-2%	7%	24%
41	COc1ccc(-c2nc(CSCC(=O)N3CCN(c4cccc(C)c4C)CC3)c(C)o2)cc1OC	-12%	38%[activator]	-27%	-5%	-0.9	1%	-1%	-8%[60.1 µM]	x
42	NS(=O)(=O)c1cccc(NC(=O)COc2ccc([N+](=O)[O-])cc2)c1	-1%	-6%	-2%	0%	0.3	-11%	-15%	-10%	-1%
43	CCOc1ccc(S(=O)(=O)c2c(C(=O)c3ccccc3)cnc3cc4c(cc23)OCCO4)cc1	5%	60%[activator]	0%	0%[57.1 µM]	0.7	3%	-14%	-3%	8%
44	Cc1ccc(C(=O)Nc2ccc(N3CCCC3)cc2)c(C)c1	17%	3%	u	5%	-1.4	46%[activator]	4%	0%	-1%
45	Oc1ccc(/C=N/NC(=S)NC2CC3CCC2C3)cc1 (configuration not stated)	-8%	-19%	18µM*	4%	0.0	29%	-18%	5%	8%
46	Cc1cccc(CNC(=O)c2ccc(-c3nc(CS(=O)(=O)c4ccccc4)c(C)o3)cc2)c1	0%	-16%	-13%	u	1.4	26%	-14%	2%	x
47	O=C(COC(=O)Cc1ccccc1[N+](=O)[O-])Nc1nnc(-c2ccccc2)o1	5%	x	-23%	x	-0.2	9%	x	-15%	-7%
48	O=C(Nc1nnc(C2=COCCO2)o1)c1ccc(S(=O)(=O)N2CCOCC2)cc1	-3%	-9%	4%	-21%	0.7	u	3%	5%[60.1 µM]	-3%
49	O=C(Nc1ccc(F)cc1)C(c1ccccc1)N1CCN(C(=O)c2ccco2)CC1 (configuration not stated)	-2%	-11%	-6%	15%	-0.5	9%	-2%	-24%	5%
50	N#Cc1c(N)nc(N2CCCC2)c(C#N)c1-c1ccc(Cl)cc1	-12%	-1%	-22%	-15%	-0.7	19%	-3%	6%	-3%
51	CCCCn1nc(C(=O)N2CCc3ccccc32)c2ccccc2c1=O	-15%	-21%	-42%	-1%	-1.1	2%	-7%	-9%	-3%
52	Cc1ccc(NC(=O)COC(=O)/C=C/c2cccc(Cl)c2)cc1S(=O)(=O)N1CCOCC1	-6%	u	-28%	-24%[57.1 µM]	0.9	14%	-10%	-4%	0%
